Screening data as filed in PubChem.
HIV fusion peptide – inhibitors of HIV fusion peptide binding, primary screen, biochemical, uHTS, fluorescence dequenching (AID 1986); cell-free peptide binding, fluorescence dequenching, 30 min; higher % means a stronger effect; one-dose inhibition, % at 20 µM; IC50 in µM for titrated hits; 290,000 tested, 0.3% active; in the data active = inhibition mostly above about 52%, no sharp cut-off; inactive = mostly below about 76%; note: some results filed as inactive read as strong as hits
LYP phosphatase – PTPN22 lymphoid phosphatase activity blockers – biochemical, fluorescence intensity, uHTS (AID 1779) | recombinant LYP phosphatase, fluorescence intensity; higher % means a stronger effect | inhibition, % at 11.5 µM; hits with a dose series show IC50 in µM | 290,000 tested, 0.054% active; in the data active = inhibition above about 50%;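 note: plate controls were vehicle with enzyme for no effect and no enzyme for full effect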
SIAH1 antagonists – blockers of Siah-1 interaction with plectin peptide – biochemical, fluorescence polarization, rhodamine-plectin, uHTS, primary screen (AID 1817) | 290,000 tested, 0.02% active | Siah-1 / rhodamine-plectin peptide fluorescence polarization; higher % means a stronger effect | one-dose displacement, % at 20 µM; IC50 in µM for titrated hits;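 active = displacement of at least 50% at 20 µM, with a fluorescence ratio check between 0.3 and a set limit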;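 note: plate controls were Siah plus tracer with DMSO for no effect and tracer alone without Siah for full effect; strong numbers were not always called active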
PhoP inhibition – inhibitors of PhoP regulon expression, primary screen, Salmonella Typhimurium, GFP reporter (AID 1863); S. Typhimurium PhoP-regulated promoter GFP reporter, 4 h; higher % means a stronger effect; inhibition, % at 50 µM; hits with a dose series show IC50 in µM; 300,000 tested, 0.16% active;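 active = inhibition over 29.93%, a cutoff 3 SD above the screen mean, later confirmed by dose response; inconclusive = inhibition over 29.93% but no dose response follow-up; inactive = inhibition at most 29.93% or unconfirmed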;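 note: 0% = low Mg2+ inducing control and 100% = high Mg2+ repressing control; strong numbers were not always called active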
GPR35 antagonists – GPR35 antagonists blocking zaprinast-driven arrestin recruitment, primary screen, imaging, U2OS, beta-arrestin-GFP, zaprinast agonist (AID 2058); 290,000 tested, 0.052% active; U2OS GPR35 beta-arrestin-GFP translocation imaging, zaprinast antagonism; higher % means a stronger effect; inhibition, % at 10 µM, or IC50 in µM where a hit was titrated;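 active = inhibition of at least 50% with at least 30 cells and total cytoplasm GFP at most 10,000,000; inconclusive = under 30 cells or total GFP of 10,000,000 plus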
Myeloid diff MLP – myeloid differentiation induction; calls only at 10 µM; 360,000 tested, 1% active; ER-HoxA9 myeloid progenitors, lysozyme-GFP differentiation, flow cytometry;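 active = normalized GFP-positive differentiation at or above the plate's own cutoff, the solvent-only control mean plus 3 SD; inconclusive = no clear call, values can overlap the other calls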;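 note: cells exposed to compound for four days before flow analysis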
GPR55 LPI antagonism – GPR55 antagonists blocking LPI-driven arrestin recruitment, primary screen, imaging, U2OS, beta-arrestin-GFP, LPI agonist (AID 2013). one-dose inhibition, % at 10 µM; IC50 in µM for titrated hits. U2OS GPR55 beta-arrestin-GFP translocation imaging, LPI antagonism; higher % means a stronger effect. 290,000 tested, 0.13% active;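 active = spots per cell inhibited over 60%, with over 100 cells counted and total cytoplasm intensity under 500,000; inconclusive = wells with under 100 cells, flagged as likely toxic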;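 note: U2OS cells stably carrying GPR55 and arrestin-GFP stimulated by 5 µM LPI near EC80; imaged beta-arrestin-GFP aggregate spots per cell after agonist stimulation; plate controls were LPI-stimulated DMSO wells for no effect and DMSO wells without LPI for full effect; some results filed as inactive read as strong as hits; confirmed hits need IC50 under 10 µM and bright autofluorescent wells are also inconclusive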
Rac1 GTP hydrolysis – MgcRacGAP GTPase-activating activity inhibitors, confirmation, biochemical, ADP Hunter fluorescence | MgcRacGAP-stimulated Rac1 GTP hydrolysis, ADP Hunter fluorescence; higher % means a stronger effect; GST-tagged Rac1 F28L mutant substrate | one-dose inhibition, % at 30 µM; IC50 in µM for titrated hits | 340,000 tested, 0.6% active | AID 624330;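 active = first-screen hits whose inhibition reached a set limit at any dose in the follow-up dose series; inconclusive = inhibition above the set first-screen limit but never retested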;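 note: fluorescence reports GDP produced by GAP-driven GTP hydrolysis; strong numbers were not always called active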
NTR1 agonist – agonists of NTR1, primary screen, imaging, U2OS cells, beta-arrestin-GFP, high content (AID 493036); NTR1-U2OS beta-arrestin-GFP spot imaging, agonist mode; activation, % at 20 µM; 330,000 tested, 0.17% active; P30989;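 active = activation at or above 40% of the spot to cytoplasm intensity ratio, with at least 20 cells analyzed; inconclusive = wells under 20 cells, flagged as cytotoxic or low count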;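 note: 0% = DMSO without peptide and 100% = 100 nM NTR1 peptide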
Target sequence (P30989 whole entry, looked up): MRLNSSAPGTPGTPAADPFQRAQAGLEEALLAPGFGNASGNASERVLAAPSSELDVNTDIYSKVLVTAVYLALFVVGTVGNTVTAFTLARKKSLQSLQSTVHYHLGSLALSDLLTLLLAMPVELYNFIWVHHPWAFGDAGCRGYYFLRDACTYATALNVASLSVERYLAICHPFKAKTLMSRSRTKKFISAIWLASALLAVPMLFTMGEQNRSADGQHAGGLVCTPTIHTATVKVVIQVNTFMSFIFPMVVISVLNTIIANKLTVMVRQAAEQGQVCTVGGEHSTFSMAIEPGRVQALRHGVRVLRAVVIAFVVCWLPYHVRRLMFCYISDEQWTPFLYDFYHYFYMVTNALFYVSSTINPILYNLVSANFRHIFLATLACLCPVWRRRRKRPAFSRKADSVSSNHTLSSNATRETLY
NTR1 agonist cell count 20 µM – also measured in NTR1 agonist; calls as there; cell count; measured here: cell count, cytotoxicity flag
Myeloid diff MLP GFP+ MAC1+ % – recorded beside Myeloid diff MLP, whose call it bears; GFP+ MAC1+ double positive, %; measured here: differentiation confirmed by MAC1 staining
Starred values were filed as active, the others as inactive; i = inactive; ? = inconclusive; / = no result given; + = active, no number.

item	SMILES	HIV fusion peptide	LYP phosphatase	SIAH1 antagonists	PhoP inhibition	GPR35 antagonists	Myeloid diff MLP	Myeloid diff MLP GFP+ MAC1+ %	GPR55 LPI antagonism	Rac1 GTP hydrolysis	NTR1 agonist	NTR1 agonist cell count 20 µM
1	O=C(CCCN1C(=O)c2ccccc2C1=O)N1CCOCC1	-1.6%	-3%	-2%	-6%	5%	i	0.3	11%	1%	1.2	65
2	O=C(COc1ccccc1[N+](=O)[O-])Nc1cc(Cl)ccc1C(=O)O	5.6%	-8%	10%	-1%	-5%	i	0.2	2%	7%	0.9	41
3	Cc1ccc(N(CC(=O)NC2CCCC2)C(=O)CCC(=O)Nc2nccs2)c(C)c1	1.1%	-3%	5%	-4%	4%	i	2.3	0%	8%	1.4	58
4	COc1cccc2cc(C(N)=O)oc12	-1.6%	-3%	-2%	2%	-15%	i	0.6	9%	1%	0.6	42
5	C/C(=N/NC(=O)c1ccc(Br)o1)c1ccncc1	-1.0%	-7%	6%	-14%	-6%	i	0.5	-11%	7%	-0.4	58
6	O=C1NCCC/C1=N/Nc1cc(F)ccc1F	-1.2%	0%	2%	-6%	-12%	i	1.7	9%	-1%	-0.3	44
7	CCOc1cc(/C=C2\N=C(SC)SC2=O)cc([N+](=O)[O-])c1OC(C)=O	-0.3%	2%	-1%	-15%	-5%	i	1.0	1%	7%	4.4	52
8	CC(C)(C)c1csc(NC(=O)CCc2ccccc2)n1	2.7%	0%	2%	1%	-5%	i	0.4	-12%	10%	4.2	51
9	c1ccc(-c2ncnc3nc4n(c23)CCC4)cc1	2.8%	-8%	-1%	12%	15%	i	6.7	-11%	5%	2.5	67
10	Cc1ccc2c(c1)Cc1nc3ccccc3nc1-2	2.3%	-14%	-1%	1%	3%	i	0.8	5%	7%	3.5	31
11	CN(C(=O)C1CCOC1)c1nnc(-c2cccnc2)s1 (centres undefined)	0.8%	1%	1%	-11%	-7%	i	0.7	4%	-2%	-1.8	44
12	CCCn1c(SC/C(O)=C(\C#N)c2nc3ccccc3[nH]2)n[nH]c1=O	2.4%	-2%	-11%	2%	3%	i	0.8	4%	12%	-1.7	81
13	O=S(=O)(NC1CCCCC1)c1cccc2nsnc12	-1.1%	-6%	2%	1%	3%	i	0.8	-8%	2%	-1.2	37
14	C=C(C)c1cccc(C(C)(C)NC(=O)NC2CCN(Cc3ccccc3)CC2)c1	1.3%	-3%	-2%	-7%	2%	i	0.4	-6%	4%	0.3	66
15	CCOC(=O)c1[nH]c2ccc(Br)cc2c1NC(=O)CCN1CCCC(C)(C)C1	-4.7%	-1%	-4%	0%	12%	+	4.3*	14%	4%	3.2	60
16	COc1ccc(-c2nnc(N3CCC(C)CC3)c3ccccc23)cc1	0.9%	7%	4%	6%	-8%	i	1.8	-10%	5%	9.5	83
17	COc1ccc(C(=O)Nc2ccc3ccccc3c2)c(OC)c1	-1.0%	-10%	0%	-6%	14%	i	0.3	4%	15%	5.5	64
18	OC(CN1CCOCC1)Cn1cnc2ccccc21 (centres undefined)	-2.2%	-4%	-4%	-8%	-12%	i	0.2	-9%	-1%	0.2	79
19	Cc1ccc(S(=O)(=O)NC(C(=O)Oc2ccc3c(C(F)(F)F)cc(=O)oc3c2)c2ccccc2)cc1 (centres undefined)	3.5%	-5%	-2%	13%	15%	i	0.7	12%	11%	2.5	39
20	CC(C)c1ccc(S(=O)(=O)N2CCN(C(=O)Cc3ccsc3)CC2)cc1	/	/	/	2%	/	i	0.7	/	3%	0.4	45
21	Cc1ccc(C(=O)NC(C)c2ccc(-n3ccnc3)cc2)cc1 (centres undefined)	-1.7%	-9%	-6%	-6%	24%	i	0.6	-4%	-4%	0.1	33
22	O=C1Nc2ccc(C(F)(F)F)cc2N2CCCC12 (centres undefined)	1.7%	-3%	3%	-2%	6%	/	/	5%	/	1.6	95
23	CC(=C/c1ccccc1)/C=N/Nc1nc(N2CCOCC2)nc(N2CCOCC2)n1	-2.4%	1%	4%	-3%	-6%	i	0.2	-4%	-2%	-0.6	39
24	N#C/C(=C\c1ccccc1[N+](=O)[O-])C(=O)NC1CCCCC1	-2.7%	-5%	0%	-11%	2%	i	0.9	14%	10%	4.9	51
25	C=CCN1C(=O)N(c2ccc(F)cc2)C(=O)C1CC(=O)Nc1ccc(Cl)cc1 (centres undefined)	-1.5%	-3%	0%	-10%	-4%	i	0.5	3%	13%	-0.4	70
26	COc1ccc(-c2c(C(=O)O)nc3ccccc3c2C(=O)O)cc1	0.3%	-3%	-1%	-3%	16%	i	0.8	-9%	7%	1.7	64
27	CCOC(=O)C1=C(C)NC(SC)=NC1c1ccccc1 (centres undefined)	2.2%	-3%	6%	-2%	-16%	i	1.2	14%	2%	-2.1	89
28	C/C(N)=C(/C#N)C(=O)COC(=O)c1cc(S(=O)(=O)N2CCCCC2)ccc1C	0.5%	3%	4%	2%	-7%	i	0.4	17%	3%	-0.9	82
29	Cn1c2ccccc2c2cc(/C=N/NC(=O)c3ccc(O)cc3O)ccc21	24%	-2%	-6%	-9%	-9%	i	1.9	-14%	3%	3.0	57
30	CC1CCCCN1C(=O)c1ccc(NC(=O)c2ccccc2Cl)cc1 (centres undefined)	0.6%	-5%	8%	-8%	-16%	i	0.7	0%	11%	0.0	54
31	Cc1cc(/C=C2\C(=N)N3N=CSC3=NC2=O)c(C)n1Cc1ccccc1	5.9%	2%	-6%	0%	8%	i	1.0	8%	8%	-0.5	50
32	CCOC(=O)C1CCN(Cc2cc(Cl)c3ccccc3c2O)CC1	-2.1%	-7%	-3%	8%	-4%	i	1.0	-6%	18%	11	75
33	CCOc1nc(C)ccc1-c1noc(-c2ccco2)n1	-1.5%	3%	4%	-9%	-10%	i	1.8	9%	4%	1.1	50
34	Cc1ccc(CS(=O)(=O)Cc2ccc(C(=O)NCc3ccccn3)o2)cc1	1.5%	0%	-5%	-5%	2%	i	0.8	10%	3%	0.1	50
35	CC(C)(C)CN1CCNC(=O)C1CC(=O)NC1Cc2ccccc2C1 (centres undefined)	2.2%	-2%	0%	-6%	-21%	i	0.3	-6%	3%	0.3	81
36	O=C1N/C(=C/c2cccn2-c2ccc(F)cc2)C(=O)N1Cc1ccccc1F	12%	-4%	5%	-6%	-9%	i	0.1	10%	-6%	4.6	76
37	CCC1(C)Cc2sc3c(=O)[nH]c(=S)[nH]c3c2CO1 (centres undefined)	5.0%	-5%	-2%	3%	1%	i	0.7	-1%	7%	0.3	83
38	O=C(Nc1nc2ccccc2[nH]1)C1CCC1	-1.5%	-6%	3%	0%	14%	i	0.5	6%	2%	-0.9	46
39	Oc1ccccc1C=Nc1ccccc1-c1nc2ccccc2[nH]1	-3.5%	-18%	19%	16%	-4%	?	/	-10%	7%	2.1	60
40	C=CCn1c(O)c(N=NC(=S)Nc2ccc(OC)cc2)c2ccccc21	-2.5%	3%	-8%	10%	12%	i	0.2	17%	7%	/	/
41	Cc1ccccc1CN(C)C(=O)c1ccc2ccccc2n1	0.2%	-8%	11%	-2%	0%	i	0.6	3%	5%	0.2	51
42	CC1(C(=O)NC2CCCC2)CCC(=O)N1Cc1cccs1 (centres undefined)	0.4%	-6%	1%	-2%	-8%	i	2.5	34%	3%	-1.4	90
43	CCN(CC(=O)Nc1c(F)cccc1F)C(=O)C1CC(=O)N(CCc2ccccc2)C1 (centres undefined)	/	/	/	-2%	/	i	1.1	/	4%	0.1	70
44	O=C(Cc1ccc(F)cc1)Nc1nnc(SCC(=O)N2CCCCC2)s1	-1.1%	-9%	-5%	4%	0%	/	/	12%	-4%	-0.8	55
45	O=C(COc1cccc2cccnc12)NCC(F)(F)F	0.3%	-3%	-3%	-2%	13%	i	0.7	-13%	-5%	3.1	55
46	O=C(Nc1ccccc1C(=O)OC1CCOC1=O)c1ccco1 (centres undefined)	3.6%	-8%	-1%	-5%	7%	i	1.2	-3%	4%	-2.4	86
47	CC(C)(O)C#Cc1ccc(CN2CCN(CCc3ccccc3)C(CCO)C2)s1 (centres undefined)	0.1%	-3%	-2%	2%	0%	i	0.2	1%	-5%	-1.5	80
48	CCOc1ccc(S(=O)(=O)N(CC)CC(=O)NCc2ccncc2)cc1	-2.6%	-12%	-5%	-7%	16%	i	1.3	-2%	2%	-0.5	55
49	O=C(c1csc2c1CCCCC2)N1CCN(c2ncccn2)CC1	0.7%	-7%	1%	-5%	-11%	i	7.7	-11%	-1%	2.0	44
50	COCCSc1ccccc1C(=O)Nc1ccc(Cl)cc1	-1.6%	-6%	2%	3%	13%	i	0.6	-7%	13%	-1.1	37
51	O=C(NCCNc1cc(Cl)ccc1[N+](=O)[O-])c1ccco1	2.4%	-3%	6%	0%	0%	i	0.8	7%	9%	-0.3	69
52	O=C(NC(=S)NCC1CCCO1)c1ccc(Cl)cc1 (centres undefined)	-1.8%	-4%	2%	-1%	-1%	i	0.2	12%	6%	-0.1	39
53	Fc1cccc2sc(Nc3nc4c(F)cccc4s3)nc12	1.1%	0%	-4%	-9%	-4%	i	1.0	4%	-4%	0.8	48
54	O=C(CCNc1cccc(Cl)c1)c1cccs1	0.1%	-3%	0%	6%	7%	i	5.9	5%	5%	0.7	83
